Compound activity as filed in PubChem.
EPAC2 agonist = qHTS for Agonist of cAMP-regulated guanine nucleotide exchange factor 4 (EPAC2): primary screen. Rap guanine nucleotide exchange factor 4 (Homo sapiens), Q8WZA2. EPAC2 activation, biochemical qHTS; response scale: 100% = 6.5 mM cAMP response. Potency, µM (titrated, usually from 154 µM), for the others: top-dose activation, most hits filed as activators. 360,000 tested, 0.079% active; also: nearly all actives have a fitted effect of over 50% in size
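Each well held 100 nM EPAC2, 250 nM RAP1B-BODIPY-GDP and 50 uM GDP. Fluorescence, read at 5-min intervals to 30 min, was referenced to a 6.5 mM cAMP positive control.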
EPAC1 antagonist = qHTS for Antagonist of cAMP-regulated guanine nucleotide exchange factor 3 (EPAC1): primary screen. Rap guanine nucleotide exchange factor 3 (Homo sapiens), O95398. EPAC1 GEF assay, Rap1b-BODIPY-GDP exchange fluorescence. Potency, µM (highest dose often 115 µM), inactives show at the highest dose activity change, negative = inhibition, actives largely listed as inhibitors. 360,000 tested, 0.14% active;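 also: plate controls were vehicle for no effect and positive control for full effect; nearly all actives have a fitted effect of over 50% in size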
FUS yeast rescue = qHTS for Suppressors of FUS Proteinopathy: Primary screen using FUS-linked yeast assay | 390,000 tested, 0.24% active | Potency, µM (doses to about 76.6 µM), for inactives: at the top dose growth rescue (activation), most hits filed as activators | S. cerevisiae FUS-expressing, growth rescue, OD600, 24 h;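 also: plate controls were DMSO vehicle for no effect and reference control for full effect; nearly all actives have a fitted effect of over 55% in size; some results filed as inactive show a strong effect at the top dose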
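Galactose (2%) drives FUS expression in yeast precultured in raffinose; seeding density OD 0.005. Test compounds incubated 24hr at 30C and 99% humidity before absorbance at 600 nm was measured.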
EPAC2 antag = qHTS for Antagonist of cAMP-regulated guanine nucleotide exchange factor 2 (EPAC2): primary screen. AID 720708, 2013. Potency, µM (doses to about 114 µM), for the others: at the top dose activity, negative = inhibition, hits mostly inhibitors. 360,000 tested, 0.18% active. EPAC2 GEF exchange of Rap1B-BODIPY-GDP, fluorescence; also: % is scaled to controls: 0 for no effect and ±100 for the full control effect; nearly all actives have a fitted effect of over 45% in size; many of its hits are not listed in these tables
EPAC1 agonist = qHTS for Agonist of cAMP-regulated guanine nucleotide exchange factor 3 (EPAC1): primary screen | Potency, µM (titrated, usually from 154 µM), without a hit: at the highest dose activation, hits mostly activators | 360,000 tested, 0.073% active | EPAC1 agonist qHTS, biochemical assay; response scale: 100% = response to 6.5 mM cAMP; also: nearly all actives have a fitted effect of over 60% in size
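Compounds were pinned as a concentration titration into mixtures of EPAC1 (100 nM), BODIPY-GDP-loaded Rap1B (250 nM) and GDP (50 uM). After 5 min at room temperature, fluorescence was followed for 30 min; activity was scaled to 6.5 mM cAMP.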
PTHR1 ag = qHTS for PTHR1 Agonists: Primary Screen | Parathyroid hormone/parathyroid hormone-related peptide receptor (Homo sapiens), Q03431 | 410,000 tested, 0.075% active | AID 743266, 2014 | HEK293 GP2 PTHR1 cells, GloSensor cAMP luminescence, 1 h | Potency, µM (doses to about 115 µM), inactives show at the highest dose activation, actives largely listed as activators; also: nearly all actives have a fitted effect of over 55% in size; some results filed as inactive show a strong effect at the top dose; inactives centre near -15; many of its hits are not listed in these tables
Target sequence (Q03431 whole entry, looked up): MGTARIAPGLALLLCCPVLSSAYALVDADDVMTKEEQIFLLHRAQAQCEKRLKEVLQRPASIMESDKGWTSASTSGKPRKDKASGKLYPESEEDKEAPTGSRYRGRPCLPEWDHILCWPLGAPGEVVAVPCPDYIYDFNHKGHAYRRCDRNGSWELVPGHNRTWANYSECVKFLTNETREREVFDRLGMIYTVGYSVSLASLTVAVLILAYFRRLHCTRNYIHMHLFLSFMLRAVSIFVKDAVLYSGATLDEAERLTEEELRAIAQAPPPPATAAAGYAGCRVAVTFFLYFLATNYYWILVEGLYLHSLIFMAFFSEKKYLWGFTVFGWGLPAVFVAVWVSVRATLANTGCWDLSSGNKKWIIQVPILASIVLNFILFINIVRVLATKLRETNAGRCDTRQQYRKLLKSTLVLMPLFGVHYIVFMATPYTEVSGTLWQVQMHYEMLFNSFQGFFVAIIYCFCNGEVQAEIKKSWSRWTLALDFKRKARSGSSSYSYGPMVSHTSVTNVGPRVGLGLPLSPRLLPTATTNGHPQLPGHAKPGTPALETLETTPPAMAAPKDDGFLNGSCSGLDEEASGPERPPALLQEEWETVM
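HEK-293-derived GP2 cells expressing PTHR1 and a GloSensor cAMP reporter, 3,000/well, plated overnight, given luciferin plus IBMX (each 0.5 mM as added) for 1 h at 37 °C, then compound for 1 h at 37 °C. Luminescence was read after 15 min at room temperature.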
TDP-43 yeast inh = qHTS of TDP-43 Inhibitors | TDP-43 expressing yeast growth rescue, BacTiter-Glo, 24 h | Potency, µM (doses to about 46.1 µM), for inactives: at the top dose growth rescue (activation), actives largely listed as activators | AID 652104, 2013 | 410,000 tested, 1.8% active; also: % of control where 0% means no effect; nearly all actives have a fitted effect of over 50% in size
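Luminescence from BacTiter-Glo reports growth of TDP-43-expressing yeast after 24 hr at 30 deg C with compound. Cells were raffinose-pregrown to mid-log, then seeded in galactose medium at OD600=0.02.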
aSyn rescue = qHTS of alpha-syn Inhibitors. Yeast expressing alpha-synuclein, growth rescue, BacTiter-Glo, 24 h. AID 652106, 2013. 370,000 tested, 0.14% active. Potency, µM (top dose mostly 46.1 µM), inactives show at the highest dose growth rescue (activation), usual class: activators; also: % of control where 0% means no effect; nearly all actives have a fitted effect of over 65% in size
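Readout is rescue of growth in alpha-synuclein-expressing yeast, so inhibitors of toxicity appear as activators. Growth after 24 hr at 30 deg C in galactose medium is quantified by luminescence.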
Numbers without * were called inactive; i = inactive; u = inconclusive; x = not tested or not shown; & = joins results of further samples; [ ] = dose if it differs, or a comment. Calls follow the shape of the dose curve; as a rule, active = well fitted curve in the direction sought with a large enough effect; inconclusive = small, poorly fitted or top-dose-only effect, or another doubt; inactive = no such curve, though single readings can be large; an effect the other way counts as inactive or inconclusive. Potency is read from the fitted curve at half-maximal effect. These rows are one share of the data (hit frequency here may not be typical).

Values run as follows: EPAC2 agonist | EPAC1 antagonist | FUS yeast rescue | EPAC2 antag | EPAC1 agonist | PTHR1 ag | TDP-43 yeast inh | aSyn rescue
1: Cc1ccc(NC(=O)c2cc(S(=O)(=O)N3CCCC3)c[nH]2)c(C)c1
→ 9% | -27% | -15%&-10% | -8% | 4% | -25% | 12%&-6% | -2%
2: O=S(=O)(Nc1nc2ccccc2nc1NCc1ccco1)c1cccs1
→ 5% | 0% | 17% | 0% | 1% | -10%[57.5 µM] | -3% | -2%
3: O=C(O)C1CCCCC1C(=O)Nc1ccc(S(=O)(=O)N2CCCCC2)cc1 (centres undefined)
→ 8% | -12% | 15% | -3% | 5% | -2% | -1% | -3%
4: COCCN(C(=S)Nc1ccccc1C)C(C)c1cccs1 (centres undefined)
→ -4% | 7% | 9% | 5% | 0% | -7% | -14% | -18%
5: CC(C)c1ccc(NC(=O)C2CCN(S(=O)(=O)c3ccc4c(c3)NC(=O)CO4)CC2)cc1
→ 5% | -14% | 1% | -5% | -7% | -15% | 1% | -3%
6: CC(C)Cn1c(SCC(=O)c2c(N)n(C)c(=O)n(C)c2=O)nc2ccccc21
→ -20% | 5% | 3% | 4% | 10% | i | -3% | -3%
7: COc1ccc(Oc2c(C=O)c3ccccc3n2C)cc1
→ 8% | -6% | 5% | -3% | -1% | 18%[57.5 µM] | u | 22%
8: COc1cc(/C=N/NC(=O)c2cccc(NC(=O)c3ccccc3Cl)c2)ccc1O
→ -2% | -13% | -1% | -1% | -5% | i | 21% | -5%
9: CC(=O)c1ccc(S(=O)(=O)N2CCN(C(=O)C3CCCC3)CC2)cc1
→ 6% | 2% | 10% | 1% | 1% | -7% | 17% | 0%
10: Cc1nc2cc(-c3ccccc3)[nH]n2c(=O)c1C
→ -1% | 10% | -18% | 7% | -7% | -25% | 3% | -3%
11: CN(C)S(=O)(=O)c1ccc(NC(=O)CSc2ncnc3ccccc23)cc1
→ 17% | u | 29% | -2% | 9% | -21% | -3% | -3%
12: Cc1ccc(NC(=O)CNC(=O)c2ccco2)nc1
→ 3% | 0% | -2% | 3% | -12% | i | 12% | -3%
13: O=C(COC(=O)/C=C/c1ccc(C(F)(F)F)cc1)NC1CCS(=O)(=O)C1 (centres undefined)
→ -6% | 1% | 7% | 10% | -6% | -21% | -21% | 0%
14: CCN(CC)S(=O)(=O)c1ccc(OC)c(NC(=O)C2CC(=O)N(c3ccc(C)cc3)C2)c1 (centres undefined)
→ 4% | -10% | 26% | -2% | -5% | i | -31%[inhibitor] | 1%
15: Cc1ccc(S(=O)(=O)Nc2ccc(C(=O)N3CCN(c4ccccc4O)CC3)cc2)cc1[N+](=O)[O-]
→ 3% | u | 13µM* | -14% | -2% | -38%[inhibitor] | -10% | 0%
16: Cn1c(C(=O)N2CCCC(C(=O)c3ccc(C(F)(F)F)cc3)C2)cc(=O)n(C)c1=O (centres undefined)
→ 2% | 7% | 11% | 12% | -7% | -5% | -7% | 0%
17: Cn1c(C(=O)N2CCN(c3cccc(C(F)(F)F)c3)CC2)cc2sccc21
→ 9% | -7% | 38% | -19% | 1% | -10% | 9% | 17%
18: CCNC(=S)N/N=C1\CCCCc2ccccc21
→ 8% | 4% | x | 2% | 2% | i | 12% | -12%
19: COc1cccc(C2=NOC(C(=O)Nc3cccnc3Cl)C2)c1OC (centres undefined)
→ 5% | 3% | 1% | 5% | 5% | i | -14%[0.397 µM] | 9%
20: COC(=O)C1=CN(c2ccc(Oc3ccccc3)cc2)C(N)=C(C#N)C1c1ccc(-c2ccccc2)cc1 (centres undefined)
→ 13% | -25% | u | 2% | 8% | -28% | 6% | 9%
21: O=P1(Nn2cnnc2)C=C(c2ccccc2)OC(c2ccccc2)=C1
→ 4% | 8% | 9% | 11% | -5% | -6%[57.5 µM] | -11% | 3%
22: Cn1c(/N=C/c2cccs2)nc2ccccc21
→ 7% | -18% | -15% | -2% | 2% | i | -10% | -8%
23: COc1ccccc1/C=C/C(=O)OCc1nc2ccccc2c(=O)[nH]1
→ 11% | 9% | -7% | 0% | 6% | -12% | -11% | -5%
24: CC(=O)N1CCc2cc3nc(C)cc(C)c3cc21
→ 2% | -17% | x | 0% | -3% | i | u | 1%
25: O=C(Nc1ccnn1C1CCNCC1)c1ccc2c(c1)OCO2
→ 1% | -27% | 33% | 9% | 0% | -66%[inhibitor] | -17% | -9%
26: CC(C)=CC(=O)Nc1nc2ccc([N+](=O)[O-])cc2s1
→ 6% | u | 25% | -9% | 1% | -61%[inhibitor] | -5% | 2%
27: CC(C)(C)NC(=O)COC(=O)c1ccc(Cl)cc1O
→ 1% | -11% | 16% | -10% | 4% | -12% | x | 0%
28: O=C(c1ccc(CS(=O)(=O)c2c(Cl)cccc2Cl)o1)N1CCN(c2ccccn2)CC1
→ 3% | -2% | -8% | -2% | 14% | -8% | 17% | -15%
29: COc1cc(OC)c(OC)cc1/C=N/NC(=O)c1cnccn1
→ 6% | 0% | 11% | -3% | -2% | i | -5% | -3%
30: CCCCNC(=NCc1cccc(C(F)(F)F)c1)Nc1ccccc1
→ 3% | 12% | u | -9% | 0% | i | -10% | 2%

A different layout for part of the listing above.
No.	Molecule	EPAC2 agonist	EPAC1 antagonist	FUS yeast rescue	EPAC2 antag	EPAC1 agonist	PTHR1 ag	TDP-43 yeast inh	aSyn rescue
1	Cc1ccc(NC(=O)c2cc(S(=O)(=O)N3CCCC3)c[nH]2)c(C)c1	9%	-27%	-15%&-10%	-8%	4%	-25%	12%&-6%	-2%
2	O=S(=O)(Nc1nc2ccccc2nc1NCc1ccco1)c1cccs1	5%	0%	17%	0%	1%	-10%[57.5 µM]	-3%	-2%
3	O=C(O)C1CCCCC1C(=O)Nc1ccc(S(=O)(=O)N2CCCCC2)cc1 (centres undefined)	8%	-12%	15%	-3%	5%	-2%	-1%	-3%
4	COCCN(C(=S)Nc1ccccc1C)C(C)c1cccs1 (centres undefined)	-4%	7%	9%	5%	0%	-7%	-14%	-18%
5	CC(C)c1ccc(NC(=O)C2CCN(S(=O)(=O)c3ccc4c(c3)NC(=O)CO4)CC2)cc1	5%	-14%	1%	-5%	-7%	-15%	1%	-3%
6	CC(C)Cn1c(SCC(=O)c2c(N)n(C)c(=O)n(C)c2=O)nc2ccccc21	-20%	5%	3%	4%	10%	i	-3%	-3%
7	COc1ccc(Oc2c(C=O)c3ccccc3n2C)cc1	8%	-6%	5%	-3%	-1%	18%[57.5 µM]	u	22%
8	COc1cc(/C=N/NC(=O)c2cccc(NC(=O)c3ccccc3Cl)c2)ccc1O	-2%	-13%	-1%	-1%	-5%	i	21%	-5%

The listing continues.
Labels used below – A = EPAC2 agonist; B = EPAC1 antagonist; C = FUS yeast rescue; D = EPAC2 antag; E = EPAC1 agonist; F = PTHR1 ag; G = TDP-43 yeast inh; H = aSyn rescue
(31) Cc1onc(-c2ccccc2)c1-c1nnc(COC(=O)c2ccc(N(C)C)cc2)o1
  A: 6%	B: 7%	C: 34%	D: -11%	E: 2%	F: -43%[inhibitor]	G: 18%	H: 5%

(32) COc1ccc(N2CCCC2)c(NC(=O)COc2ccccc2Cl)c1
  A: -1%	B: -1%	C: -1%	D: u	E: 3%	F: i	G: 12%	H: 7%

(33) Nc1c(Br)cc(Br)c2c1C(=O)c1c(cccc1S(=O)(=O)O)C2=O
  A: 10%	B: -26%	C: 32%	D: -19%	E: -5%	F: -24%	G: -37%[inhibitor]	H: -14%

(34) COc1ccc(C(=O)NC(=S)Nc2ccc(N3CCOCC3)c(Cl)c2)cc1[N+](=O)[O-]
  A: 7%	B: 9%	C: x	D: 8%	E: 3%	F: -32%[inhibitor]	G: 17%	H: -10%

(35) COc1ccc(OC)c(S(=O)(=O)Nc2ccc(O)c3ccccc23)c1
  A: 11%	B: -5%	C: u	D: -2%	E: -5%	F: i	G: 1%	H: 2%

(36) CC1(C(=O)Nc2ccc3c(c2)OCCO3)CN(S(C)(=O)=O)CC(=O)N1CC(F)(F)F (centres undefined)
  A: -3%	B: -8%	C: -6%	D: -14%	E: 0%	F: -12%	G: 0%	H: -5%

(37) COC(=O)c1ccc(C(=O)OC)nc1
  A: 3%	B: 3%	C: -6%	D: 10%	E: -2%	F: i	G: 9%	H: 3%

(38) Cc1onc(-c2ccccc2)c1C(=O)OCC(=O)c1ccc[nH]1
  A: 12%	B: -16%	C: -36%	D: 1%	E: -9%	F: -4%	G: 29%	H: 0%

(39) Cc1cc(Cl)c(S(=O)(=O)N2CC(C)OC(C)C2)cc1OCC(N)=O (centres undefined)
  A: -5%	B: -12%	C: 8%	D: -4%	E: 18%	F: -14%	G: -7%	H: -3%

(40) COc1ccc(N2CCN(C(=O)CN(Cc3ccc(Cl)cc3)S(C)(=O)=O)CC2)cc1
  A: 8%	B: -14%	C: 35%	D: -2%	E: 12%	F: u	G: u	H: 4%

(41) CC(C)CC(COCc1ccc(C(F)(F)F)cc1)N1CCN(C(=O)c2ccc(C(F)(F)F)cc2)CCC1=O (centres undefined)
  A: -12%	B: u	C: u	D: -20%	E: -42%[inhibitor]	F: -39%[inhibitor]	G: 24%	H: 18%

(42) Cc1ccc(S(=O)(=O)N2CCN(C(=O)CCC(=O)OCC(=O)Nc3cccc(C#N)c3)CC2)cc1
  A: 11%	B: 4%	C: 23%	D: -7%	E: 6%	F: -11%[57.5 µM]	G: 10%	H: 5%

(43) CCOC(=O)C1CCCN(C(=O)CC(c2ccccc2)c2ccccc2)C1 (centres undefined)
  A: 5%	B: -9%	C: 16%	D: -3%	E: -7%	F: -19%[57.5 µM]	G: 0%	H: 13%

(44) Cc1c(Cc2ccccc2)c(=O)oc2c(C)c(OCc3nn[nH]n3)ccc12
  A: -36%[inhibitor]	B: -7%	C: 18%	D: -16%	E: 12%	F: i	G: 16%	H: 19%

(45) CCNC(=O)C1CCCN(Cc2cc(C(F)(F)F)ccc2Cl)CC1 (centres undefined)
  A: 6%	B: 4%	C: -13%	D: 9%	E: -17%	F: i	G: -4%	H: 0%
